# Tau ThT inhib = blocks human tau fibril formation measured by thioflavin T; recombinant tau K18 P301L, heparin-induced fibrillization, ThT fluorescence; Potency, µM (titrated, usually from 57.4 µM), for inactives: at the highest dose activity, negative = inhibition, hits mostly inhibitors; AID 1460; 270,000 compounds, 2.1% hits; note: % is set by controls: 0 for no effect and ±100 for the full control effect; nearly all actives have a fitted effect of over 55% in size
# Target sequence (P10636 561-689 P618L limits assumed): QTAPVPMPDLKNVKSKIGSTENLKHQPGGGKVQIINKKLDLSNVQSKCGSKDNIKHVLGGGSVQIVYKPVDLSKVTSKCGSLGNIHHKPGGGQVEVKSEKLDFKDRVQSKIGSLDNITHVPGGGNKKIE
#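 Aggregation was driven by heparin (20 uM final) acting on recombinant tau […] bearing P301L in 100 mM sodium acetate pH 7; fibrils were detected with Thioflavin T.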
# TexasRed fluor = alters Texas Red total fluorescence, flagging assay interference; AID 1479; Potency, µM (series often up to 106 µM), inactives show at the top dose fluorescence change, negative = quenching; 280,000 compounds, 0.29% hits; TRb/SRC2 Texas Red total fluorescence interference; active = well fitted curve in either direction with a large enough effect; inconclusive = small, poorly fitted or top-dose-only effect; note: % is set by controls: 0 for no effect and ±100 for the full control effect
#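 Human TRβ ligand-binding domain (0.6 uM) and Texas Red SRC2 peptide (20 nM) in Tris buffer with 1 uM T3 and 5% DMSO were incubated with pinned compound for 5 hr at ambient temperature. Total fluorescence was computed as S + 2P (555/632 nm).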
# L3MBTL1 inh = L3MBTL1 (human) inhibition; Q9Y468; AlphaScreen L3MBTL1–H3K9me1 peptide binding; Potency, µM (top dose mostly 57.1 µM), for the others: at the top dose activity, negative = inhibition, hits mostly inhibitors; 230,000 compounds, 0.66% hits; note: % is set by controls: 0 for no effect and ±100 for the full control effect; nearly all actives have a fitted effect of over 60% in size
# Target sequence (Q9Y468 whole entry, looked up): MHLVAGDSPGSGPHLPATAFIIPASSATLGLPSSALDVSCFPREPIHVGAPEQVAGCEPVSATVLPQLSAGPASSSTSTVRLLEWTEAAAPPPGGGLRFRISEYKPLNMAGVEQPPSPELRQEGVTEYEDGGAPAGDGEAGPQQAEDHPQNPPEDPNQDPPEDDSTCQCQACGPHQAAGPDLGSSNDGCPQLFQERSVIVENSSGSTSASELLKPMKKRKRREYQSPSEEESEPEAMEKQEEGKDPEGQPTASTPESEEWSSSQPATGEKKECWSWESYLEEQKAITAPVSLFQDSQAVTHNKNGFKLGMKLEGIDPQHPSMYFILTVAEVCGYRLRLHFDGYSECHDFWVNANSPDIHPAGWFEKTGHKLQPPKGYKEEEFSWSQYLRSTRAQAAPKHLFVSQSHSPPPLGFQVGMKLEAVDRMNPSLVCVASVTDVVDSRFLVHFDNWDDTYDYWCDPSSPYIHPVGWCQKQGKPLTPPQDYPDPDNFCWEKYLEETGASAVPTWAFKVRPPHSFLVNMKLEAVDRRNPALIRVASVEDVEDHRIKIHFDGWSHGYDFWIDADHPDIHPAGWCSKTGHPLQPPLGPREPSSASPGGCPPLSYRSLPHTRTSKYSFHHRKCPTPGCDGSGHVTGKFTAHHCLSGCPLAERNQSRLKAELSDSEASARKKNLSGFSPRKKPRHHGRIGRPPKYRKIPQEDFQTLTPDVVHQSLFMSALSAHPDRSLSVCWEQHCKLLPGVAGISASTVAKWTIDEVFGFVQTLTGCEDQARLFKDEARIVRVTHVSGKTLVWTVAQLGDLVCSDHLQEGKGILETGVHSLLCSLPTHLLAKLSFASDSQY
#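 Read-out is AlphaScreen signal from streptavidin donor and nickel chelate acceptor beads (10 ug/mL final each) bridging L3MBTL1 (50 nM) and biotinylated K9-monomethylated H3(1-15) peptide (75 nM), after 30 min compound exposure at room temperature.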
# Tau fluor counter = counter-screen for tau fibril formation inhibitors; tau K18 P301L Alexa594 fluorescence, heparin fibrillization; Potency, µM (titrated, usually from 57.7 µM), for the others: at the top dose activity change, negative = decrease; 280,000 compounds, 0.93% hits; AID 1463; note: % is set by controls: 0 for no effect and ±100 for the full control effect; nearly all actives have a fitted effect of over 55% in size
#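 Human tau K18 P301L (15 uM unlabeled, 0.24 uM Alexa 594-labeled) in 100 mM sodium acetate pH 7 with 20 uM heparin, 6 hr at 37 C. ThT 30 uM added, 1 hr ambient; Alexa 594 FP and total fluorescence read at 555/632 nm.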
# RECQ1 helicase = blocks DNA unwinding by human RECQ1. Potency, µM (titrated, usually from 57.3 µM), for inactives: at the top dose activity, negative = inhibition, hits mostly inhibitors. RECQ1 DNA unwinding, red fluorescence kinetic read. P46063. 240,000 compounds, 0.54% hits;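 note: plate controls were vehicle for no effect and no enzyme for full effect; nearly all actives have a fitted effect of over 30% in size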
#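 RECQ1T1 50 nM; forked duplex (20 bp + 30-nt ss tails) 200 nM, ATP 2 mM final; pH 8.0, 2 mM MgCl2, 2.5 ug/ml poly(dI-dC); 15 min compound preincubation; discontinuous kinetic read over 2 h at RT.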
# TRb SRC2 PPI = disrupts binding of human TR beta to SRC2. P10828. TRbeta-SRC2 peptide binding, fluorescence polarization; receptor liganded with 1 µM T3. Potency, µM (doses to about 106 µM), for the others: at the highest dose activity change, negative = inhibition, usual class: inhibitors. 280,000 compounds, 0.065% hits;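 note: plate controls were bound peptide for no effect and peptide without receptor for full effect; nearly all actives have a fitted effect of over 50% in size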
#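 Read-out is fluorescence polarization (555 nm excitation, 632 nm emission) of a Texas Red SRC2 coactivator peptide; loss of signal reflects blocked binding to human TRb ligand-binding domain in the presence of 1 uM T3.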
# HTT cytoprotect = cytoprotection in Huntington HTT-Q103 PC12 cell model; 230,000 compounds, 0.14% hits; PC12 HTT-Q103 induced, cytoprotection, ATP luminescence, 40 h; Potency, µM (doses to about 56.4 µM), for the others: cytoprotection (ATP increase), actives largely listed as activators;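 note: % of control where 0% means no effect; nearly all actives have a fitted effect of over 45% in size; toxic huntingtin expression switched on by the ecdysone agonist tebufenozide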
#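 Stable PC12 Q103-GFP cells in serum-supplemented, phenol red-free DMEM; induction by tebufenozide at 100 nM final; compound dose series; cell viability quantified luminescently from ATP.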
# Tau FP inhib = blocks human tau fibril formation measured by polarization; K18 P301L tau heparin fibrillization, Alexa594 FP, 6 h; Potency, µM (titrated, usually from 57.7 µM), for inactives: at the top dose activity, negative = inhibition, actives largely listed as inhibitors; 280,000 compounds, 0.39% hits; note: % is set by controls: 0 for no effect and ±100 for the full control effect; nearly all actives have a fitted effect of over 55% in size
#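 Read-out: fluorescence polarization of Alexa 594-labeled tau (0.24 uM), 555 nm excitation, 632 nm emission. Mixtures held 15 uM unlabeled K18 P301L, compound and 20 uM heparin, pH 7 acetate buffer, incubated 6 hr at 37 C.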
# * hit, by the source's call; i = inactive; ? = inconclusive; . = not tested or not shown; & = joins results of further samples; [ ] = remark or other dose. Unless noted, calls come from the whole dose curve; as a rule, active = well fitted curve in the direction sought with a large enough effect; inconclusive = small, poorly fitted or top-dose-only effect, or another doubt; inactive = no such curve, though single readings can be large; an effect the other way counts as inactive or inconclusive. Potency is the fitted concentration of half-maximal effect. Only part of the results is shown; rates above refer to the full screens.
# The first 2 compounds (preview)
entry	structure	Tau ThT inhib	TexasRed fluor	L3MBTL1 inh	Tau fluor counter
1	N#Cc1ccc(OCC(=O)Nc2cc(S(=O)(=O)N3CCOCC3)ccc2N2CCOCC2)cc1	-13%	-1%	-7%	-19%
2	COc1cc(C2Nn3c(nnc3-c3ccccc3OC)S2)ccc1O (configuration not stated)	-8%	1%	2%	-8%

entry	RECQ1 helicase	TRb SRC2 PPI	HTT cytoprotect	Tau FP inhib
1	3%	4%	-22%[10 µM]	-3%
2	-4%	-3%	?	-8%

# Results, from the first entry:
entry	structure	Tau ThT inhib	TexasRed fluor	L3MBTL1 inh	Tau fluor counter
1	N#Cc1ccc(OCC(=O)Nc2cc(S(=O)(=O)N3CCOCC3)ccc2N2CCOCC2)cc1	-13%	-1%	-7%	-19%
2	COc1cc(C2Nn3c(nnc3-c3ccccc3OC)S2)ccc1O (configuration not stated)	-8%	1%	2%	-8%
3	Cc1ccccc1NC(=O)c1ccc(N/N=C/c2ccccc2O)c([N+](=O)[O-])c1	?	0%	3%	-6%
4	CCCSc1nsc(NC(=O)c2cccnc2OCC)n1	-17%	-1%	54%[activator]	-20%
5	CC1(c2nnc(-c3ccc(F)cc3)o2)CC(c2ccccc2)=NO1 (configuration not stated)	-2%	-2%	.	-6%
6	COc1cccc(CNC(=O)c2ccc(CS(=O)(=O)Cc3ccc(C)cc3)o2)c1	0%	-4%	.	-7%
7	COc1ccc(CCC(=O)Nc2nc(-c3ccncc3)cs2)cc1	?	0%	26%	-18%
8	CCN1CCN(C(=O)C2=C(C(=O)O)CCCC2)CC1	-6%	-1%	0%	2%
9	COc1ccccc1NCC(=O)N/N=C/c1sccc1C	?	-1%	?	5%
10	Cn1cc(/C=C2\SC(=O)N(c3ccccc3)C2=O)c2ccccc21	-5%	-2%	-5%	-17%

entry	RECQ1 helicase	TRb SRC2 PPI	HTT cytoprotect	Tau FP inhib
1	3%	4%	-22%[10 µM]	-3%
2	-4%	-3%	?	-8%
3	-6%	-8%	-13%	-1%
4	-5%	3%	-56%[inhibitor]	0%
5	i	-10%	33%[10 µM]	-4%
6	i	-7%	-22%	2%
7	i	-2%	-26%	-2%
8	-4%	-6%	7%	8%
9	i	7%	-1%	2%
10	3%	-12%	-15%[10 µM]	-5%

entry	structure	Tau ThT inhib	TexasRed fluor	L3MBTL1 inh	Tau fluor counter
11	c1cncc(CNc2cccc(-c3nc4ccccc4[nH]3)c2)c1	-10%	-8%	-20%	-24%
12	O=Cc1ccc(Oc2cnccn2)cc1	3%	2%	.	1%
13	COc1cccc(/C=N/NC(=O)C(=O)Nc2ccccc2OC(F)(F)C(F)F)c1O	?	-3%	-1%	?
14	COc1cc(NC(=O)c2ccco2)c(OC)cc1NC(=O)CCC(=O)Nc1cc(C)ccc1C	-16%	4%	3%	-25%
15	O=C(O)C1CCN(C(=O)CSc2nc3ccccc3s2)CC1	-12%	-6%	5%	-7%
16	CCN(CC)S(=O)(=O)c1cccc(-c2nnc(SCCOc3ccccc3)o2)c1	-15%	-3%	24%	-23%
17	CCCSc1ncc(Cl)c(C(=O)Nc2c(C(=O)c3ccc(C)cc3)oc3ccccc23)n1	3%	-8%	.	-4%
18	Cc1ccc(-c2nn(CC(N)=O)c(=O)c3ccccc23)cc1S(=O)(=O)N(C)C	-4%	-1%	.	-5%
19	COCCCNCCOc1ccc(C)cc1[N+](=O)[O-]	1%	-2%	9%	8%
20	N#CC1=C2C=CC=CN2CC1=O	?	1%	-4%	-1%

entry	RECQ1 helicase	TRb SRC2 PPI	HTT cytoprotect	Tau FP inhib
11	-2%	2%	3%[0.074 µM]	3%
12	i	3%	?	1%
13	0%	0%	.	3%
14	7%	-2%	-15%[10 µM]	2%
15	i	-4%	-17%	-12%
16	-13%	-1%	-11%	-4%
17	.	-2%	.	-5%
18	-17%	-17%	8%	4%
19	-14%	-2%	8%[10 µM]	4%
20	i	-20%	-17%	-5%

entry	structure	Tau ThT inhib	TexasRed fluor	L3MBTL1 inh	Tau fluor counter
21	Cc1ccc2c(c1)c1c(c(=O)n(-c3cccc(Cl)c3)c(=O)n1CC(=O)N1CCCC1)n2C	1%	-1%	.	-5%
22	Cc1cc(=O)oc(C)c1C(=O)N1CCCc2ccccc21	-2%	2%	-3%	3%
23	COc1ccccc1C(=O)NCCn1ccc2ccccc21	-6%	0%	-2%	-10%
24	CC(=O)Nc1cccc(NC(=O)CSc2nnc(Cc3cccn3C)n2-c2ccc(C)cc2)c1	-10%	-5%	-21%	-8%
25	COC(=O)[C@@]1(Cc2ccc(OC)cc2)[C@H]2c3cc(C(=O)N(C)C)n(Cc4c(CO)[nH]cc(C)c4=O)c3C[C@H]2CN1C(=O)c1ccccc1	-1%	-3%	.	-1%
26	COC(=O)Cc1c(C)c2ccc(OCc3nn[nH]n3)cc2oc1=O	3%	-1%	.	-9%
27	O=C(CSc1nc2ccccc2o1)N1CCN(S(=O)(=O)c2ccc3ccccc3c2)CC1	8%	0%	-5%	-13%
28	COc1cccc(/C=C2\SC(=S)NC2=O)c1OS(=O)(=O)c1ccc(NC(C)=O)cc1	?	-4%[53 µM]	-9%	-17%
29	CCOc1ccc(-n2c(=O)c3sc4ccccc4c3n(Cc3cccc(C)c3)c2=O)cc1	7%	1%	.	2%
30	Cc1ccc(NC(=O)Cn2c(CCC(=O)O)ccc2-c2cccs2)cc1Cl	?	1%&-11%	.	-17%&-15%

entry	RECQ1 helicase	TRb SRC2 PPI	HTT cytoprotect	Tau FP inhib
21	.	-6%	.	6%
22	-4%	3%	-3%	0%
23	0%	4%	0%	11%
24	-25%	1%	-17%	-5%
25	0%	-8%	-21%	4%
26	0%	-4%	7%	-10%
27	i	4%	?	1%
28	14%	1%[53 µM]	4%[10 µM]	-11%
29	.	-3%	.	-5%
30	-5%	-3%&10%	0%	9%&-5%

# Four of the compounds above, tab-delimited.
cpd	SMILES	Tau ThT inhib	TexasRed fluor	L3MBTL1 inh	Tau fluor counter	RECQ1 helicase	TRb SRC2 PPI	HTT cytoprotect	Tau FP inhib
24	CC(=O)Nc1cccc(NC(=O)CSc2nnc(Cc3cccn3C)n2-c2ccc(C)cc2)c1	-10%	-5%	-21%	-8%	-25%	1%	-17%	-5%
25	COC(=O)[C@@]1(Cc2ccc(OC)cc2)[C@H]2c3cc(C(=O)N(C)C)n(Cc4c(CO)[nH]cc(C)c4=O)c3C[C@H]2CN1C(=O)c1ccccc1	-1%	-3%	.	-1%	0%	-8%	-21%	4%
26	COC(=O)Cc1c(C)c2ccc(OCc3nn[nH]n3)cc2oc1=O	3%	-1%	.	-9%	0%	-4%	7%	-10%
27	O=C(CSc1nc2ccccc2o1)N1CCN(S(=O)(=O)c2ccc3ccccc3c2)CC1	8%	0%	-5%	-13%	i	4%	?	1%

# Next entries:
entry	structure	Tau ThT inhib	TexasRed fluor	L3MBTL1 inh	Tau fluor counter
31	CCOCCCNC(=O)c1c(NC(=O)c2cc(=O)c3ccccc3o2)sc2c1CCC2	?	-24%	.	-18%
32	COCCNC(=O)c1ccc(-n2c(SCc3cc(F)ccc3F)nc3ccccc3c2=O)cc1	6%	-2%	4%	-1%
33	Cc1ccnc2nc(C(=O)OCCOc3cccc(Br)c3)nn12	-10%	-6%	-3%	-3%
34	CCOC(=O)CSc1nc(N)c(C#N)c(-c2ccc(OCC)cc2)c1C#N	-3%	5%	9%	-11%
35	CCN(C(=O)Cc1c(C(=O)O)[nH]c2ccccc12)c1ccc(OC)cc1	-2%&-7%	-1%&-2%	7%	4%&-7%
36	CCC1=Nc2cc(C(=O)NC3CCCC3)ccc2Sc2ccc(Cl)cc21	-8%	-1%	.	-9%
37	O=C(CSc1cccc2cccnc12)N/N=C/c1ccc(O)cc1	?	-1%	-3%	-7%
38	Cc1ccc(CNC(=O)CSc2n[nH]c(N)n2)cc1	4%	0%	6%	3%
39	O=C(COc1ccc2c(c1)CCC2)N1CCN(c2ccccc2F)CC1	-9%	0%	8%	-9%
40	O=C(COc1ccc(S(=O)(=O)NC2CCCCC2)cc1)NCc1ccccn1	-9%	1%	9%	-1%

entry	RECQ1 helicase	TRb SRC2 PPI	HTT cytoprotect	Tau FP inhib
31	.	7%	.	9%
32	?	-2%	25%[10 µM]	5%
33	-4%	2%	-6%[10 µM]	-1%
34	-18%	-2%	-7%	0%
35	-10%	0%&4%	-2%[10 µM]	-2%&-2%
36	.	-2%	.	?
37	1%	-4%	-8%[10 µM]	0%
38	0%	-1%	-8%[10 µM]	0%
39	i	10%	9%[10 µM]	-6%
40	0%	0%	13%[10 µM]	-1%

entry	structure	Tau ThT inhib	TexasRed fluor	L3MBTL1 inh	Tau fluor counter
41	O=C(OC1CCOC1=O)c1cc(-c2ccccc2)nc2ccccc12 (configuration not stated)	-8%	-3%	.	-25%
42	CCCC(=O)Nc1nc2nc(-c3ccccc3)cc(-c3ccccc3)n2n1	-2%	-2%	5%	-2%
43	COc1ccc(C(=O)NCC(=O)OCc2ccc([N+](=O)[O-])cc2)cc1	1%	-3%	2%	1%
44	Cc1ccc(CN(c2ccc(C(=O)N3CCc4ccccc4C3)cc2)S(C)(=O)=O)cc1	-6%	-5%	.	-8%
45	CCCCNC(=O)C1CCCN(Cc2nc(-c3ccc(Cl)cc3)oc2C)C1 (configuration not stated)	-10%	-3%	.	-14%
46	S=C(c1ccc2c(c1)OCO2)N1CCOCC1	.	-2%	.	-12%
47	O=C(O)COCc1nc2ccccc2s1	.	-1%	.	8%
48	CN(CC(=O)Nc1ccc(C(N)=O)cc1)CC(=O)Nc1ccccc1Br	-12%	0%	6%	-16%
49	Oc1ccccc1Oc1c(F)c(F)nc(N2CCCC2)c1F	?	-2%	-24%	?

entry	RECQ1 helicase	TRb SRC2 PPI	HTT cytoprotect	Tau FP inhib
41	-7%	-4%	-9%	?
42	-10%	-10%	-2%	-5%
43	8%	-6%	.	3%
44	i	-4%	-19%	8%
45	.	-7%	.	2%
46	-10%	12%	-2%[10 µM]	-7%
47	3%	3%	-2%[10 µM]	-7%
48	-1%	1%	19%[10 µM]	-2%
49	-25%	-4%	.	-13%

# Bioassay records: PubChem, National Center for Advancing Translational Sciences (NCATS)
